Source: PubChem BioAssay (National Center for Advancing Translational Sciences (NCATS))
Tau fil binding = binds recombinant human tau filaments; P10636; recombinant tau filaments, thioflavin S fluorescence, 15 h; filaments grown with octadecylsulfate alongside compound; Potency, µM (top dose mostly 57.1 µM), for the others: top-dose activity change, negative = inhibition; hit rate 2% among 71,000; AID 596;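 also: potency is read from the fitted curve at half-maximal effect; % is scaled to controls: 0 for no effect and ±100 for the full control effect; actives lower thioflavin S fluorescence by blocking filaments or displacing dye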
Target sequence (P10636 whole entry, looked up): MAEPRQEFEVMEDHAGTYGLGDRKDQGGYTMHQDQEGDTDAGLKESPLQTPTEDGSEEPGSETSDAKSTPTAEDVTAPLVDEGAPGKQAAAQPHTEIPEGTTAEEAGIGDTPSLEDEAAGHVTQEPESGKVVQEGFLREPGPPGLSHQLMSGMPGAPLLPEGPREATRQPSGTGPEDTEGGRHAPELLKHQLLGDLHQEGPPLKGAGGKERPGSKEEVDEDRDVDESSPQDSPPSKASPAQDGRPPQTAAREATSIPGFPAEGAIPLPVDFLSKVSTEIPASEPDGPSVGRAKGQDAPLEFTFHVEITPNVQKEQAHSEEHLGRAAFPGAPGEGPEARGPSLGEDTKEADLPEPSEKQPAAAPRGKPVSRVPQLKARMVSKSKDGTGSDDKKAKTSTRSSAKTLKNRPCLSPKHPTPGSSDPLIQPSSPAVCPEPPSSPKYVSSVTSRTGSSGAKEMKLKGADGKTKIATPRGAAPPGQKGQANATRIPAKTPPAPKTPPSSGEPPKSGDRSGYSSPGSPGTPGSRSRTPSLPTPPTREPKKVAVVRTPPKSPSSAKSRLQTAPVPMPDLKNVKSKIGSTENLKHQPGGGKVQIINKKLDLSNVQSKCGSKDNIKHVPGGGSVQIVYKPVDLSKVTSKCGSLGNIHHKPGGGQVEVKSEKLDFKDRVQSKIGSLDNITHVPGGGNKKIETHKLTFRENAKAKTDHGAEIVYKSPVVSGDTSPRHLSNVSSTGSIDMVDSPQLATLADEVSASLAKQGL
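Quantitative HTS: thioflavine S signal from ODS-induced tau filaments, excited at 450 nm, emission 510 nm. Conditions: 1 uM tau, 30 uM ODS, 15 h at 37 C, pH 7.4.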
Caspase-7 inhib = caspase-7 (human) inhibition, allosteric or competitive | recombinant caspase-7, Ac-DEVD-AFC fluorescence rate | Potency, µM (highest dose often 57.5 µM), for inactives: top-dose activity change, negative = inhibition, most hits filed as inhibitors | hit rate 0.02% among 75,000 | AID 889; active = well fitted inhibition curve with a large enough effect in the main read-out, with a control signal flat, not every such curve was filed as active; inconclusive = small, poorly fitted or top-dose-only effect, or a change in a side signal; also: potency is read from the fitted curve at half-maximal effect; % of control where 0% means no effect
HEK293 cAMP cs = parental HEK293 cAMP activation (counter-screen). parental HEK293 CNG cAMP sensor, membrane potential fluorescence. Potency, µM (series often up to 57.1 µM), without a hit: at the top dose activation, actives largely listed as activators. hit rate 2.5% among 73,000; also: potency is read from the fitted curve at half-maximal effect; % of control where 0% means no effect; nearly all actives have a fitted effect of over 55% in size
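Counterscreen for endogenous-receptor signalling: CNG-channel HEK 293 cells report cAMP rise by membrane depolarization. After 60 min dye equilibration with 100 uM RO 20-1724, compounds incubated 30 min before bottom-read fluorescence at 590 nm.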
CRE Fsk mod = modulators of forskolin-stimulated CRE signaling in CHO cells; AID 662; CHO CRE-bla reporter (cAMP response element driving beta-lactamase), forskolin EC10, beta-lactamase ratio; Potency, µM (series often up to 38.2 µM), for inactives: at the highest dose activity change, negative = inhibition, usual class: activators; hit rate 2.5% among 71,000; active = well fitted activation curve with a large enough effect in the signal ratio, with a control signal flat, not every such curve was filed as active; inconclusive = small, poorly fitted or top-dose-only effect, or effect the other way, or a change in a side signal; the % refers to the signal ratio; also: potency is read from the fitted curve at half-maximal effect; % of control where 0% means no effect
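CHO CRE-bla cells, overnight plating in Opti-MEM with 0.5% dialyzed FBS; cpd titration + EC10 NKH 477, 3 h 37 °C; CCF4 2 h RT; ex 405/em 460 vs 530 ratio → %Activity, AC50.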
FLuc inh = blocks Photinus pyralis firefly luciferase activity | purified firefly luciferase, luminescence, 8 min | Potency, µM (top dose mostly 57.1 µM), inactives show at the highest dose activity change, negative = inhibition, most hits filed as inhibitors | hit rate 2.2% among 72,000; also: potency is read from the fitted curve at half-maximal effect; % is scaled to controls: 0 for no effect and ±100 for the full control effect; nearly all actives have a fitted effect of over 40% in size
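Luminescence read-out after 8 min at room temperature; enzyme reaction used luciferin plus 10 uM ATP (linear range) in imidazole buffer pH 7.2 with KCl, MgCl2, Tween 20 and BSA. Each sample was run as a titration.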
BRCT PPI green = BRCA1 BRCT-phosphoprotein interaction inhibition; Potency, µM (doses to about 76.9 µM), without a hit: top-dose activity change, negative = inhibition, actives largely listed as inhibitors; hit rate 0.05% among 75,000; BRCA1 BRCT-phosphopeptide binding, green fluorescence polarization; P38398;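 also: potency is read from the fitted curve at half-maximal effect; plate controls were peptide without protein for full effect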
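Compounds were incubated for 12 min at room temperature with a complex of 100 nM fluorescein-tagged pBACH1 decapeptide and 250 nM His-tagged BRCT protein. Buffer was phosphate pH 7.3 with EDTA, DTT and Tween 20. Disruption of binding lowers the polarization signal.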
USP2a inhib = USP2a (human) protease inhibition. O75604. USP2a enzymatic assay, qHTS inhibition. Potency, µM (top dose mostly 38.3 µM), without a hit: at the top dose activity change, negative = inhibition, actives largely listed as inhibitors. hit rate 0.1% among 60,000;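 also: potency is read from the fitted curve at half-maximal effect; nearly all actives have a fitted effect of over 60% in size; plate controls were DMSO for no effect and NEM full inhibition control for full effect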
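Coupled readout: USP2-cleaved Ub-PLA2 (20nM final) turns over NBD C6-HPC (20uM final), Ex 460nm/Em 535nm after 2.5 h, time-zero read flagging artifacts. Enzyme (20nM final, pH 8.0 Tris) given 30 min RT with compound first; NEM defines full inhibition.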
Casp1 inh = allosteric or competitive inhibitors of human caspase-1; Caspase-1 enzyme, Ac-WEHD-AFC fluorogenic rate; Potency, µM (top dose mostly 57.5 µM), for the others: at the top dose activity change, negative = inhibition, actives largely listed as inhibitors; hit rate 0.03% among 75,000; AID 900;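 also: potency is read from the fitted curve at half-maximal effect; plate controls were vehicle for no effect and no substrate for full effect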
Target sequence (P29466 120-297 limits assumed): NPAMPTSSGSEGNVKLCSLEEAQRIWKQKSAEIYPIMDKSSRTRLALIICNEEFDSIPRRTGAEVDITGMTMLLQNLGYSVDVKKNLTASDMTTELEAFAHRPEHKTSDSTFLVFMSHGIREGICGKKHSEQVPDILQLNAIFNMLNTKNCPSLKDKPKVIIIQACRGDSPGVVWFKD
Target sequence (P29466 317-404 limits assumed): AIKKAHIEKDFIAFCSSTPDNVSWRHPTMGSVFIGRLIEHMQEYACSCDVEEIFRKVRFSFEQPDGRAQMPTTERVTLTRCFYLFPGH
ERK AVP block = vasopressin-driven ERK pathway inhibition; hit rate 0.99% among 72,000; AID 995; Potency, µM (titrated, usually from 57.5 µM), without a hit: at the highest dose activity, negative = inhibition, most hits filed as inhibitors; HEK293-V1b, vasopressin-stimulated pERK AlphaScreen; also: potency is read from the fitted curve at half-maximal effect; % is scaled to controls: 0 for no effect and ±100 for the full control effect; nearly all actives have a fitted effect of over 55% in size
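HEK293 cells stably expressing V1b receptor, preincubated 30 min at 37 °C with compound, then stimulated 5 min with 25 nM vasopressin. Phospho-ERK by AlphaScreen SureFire after 5 h RT; normalized to DMSO and vasopressin; AC50 by Hill fit.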
BRCT PPI red = disrupts BRCA1 BRCT binding to phosphoprotein, red fluorophore readout; P38398; BRCT-phosphopeptide binding, red fluorescence polarization; Potency, µM (series often up to 76.9 µM), for the others: at the highest dose activity change, negative = inhibition, actives largely listed as inhibitors; hit rate 0.03% among 75,000; also: % is scaled to controls: 0 for no effect and ±100 for the full control effect
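Fluorescence polarization: 100 nM His-tagged BRCA1 BRCT with 100 nM TAMRA-labelled phospho-BACH1 decapeptide, phosphate buffer pH 7.3 with 150 mM NaCl, DTT, 0.01% Tween 20; 12 min RT. Binding inhibition seen as FP decrease.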
A350 fluor = compounds fluorescent in Alexa 350 spectral region. Compound autofluorescence, 340/450 nm, Alexa 350 dye-equivalents; hits give high values. max dye-equivalent concentration, M. hit rate 11% among 59,000. AID 590; in the data active = max dye-equivalent concentration above about 10 nM; inconclusive = mostly about 1.1 nM to 9.6 nM
* marks the source's active call; other numbers are inactive results; i = inactive; ? = inconclusive; . = not tested or not shown; [ ] = remark or other dose. Unless noted, calls follow the shape of the dose curve; as a rule, active = well fitted curve in the direction sought with a large enough effect; inconclusive = small, poorly fitted or top-dose-only effect, or another doubt; inactive = no such curve, though single readings can be large; an effect the other way counts as inactive or inconclusive.

compound	A350 fluor	USP2a inhib	Caspase-7 inhib	Casp1 inh	HEK293 cAMP cs	CRE Fsk mod	Tau fil binding	BRCT PPI green	FLuc inh	ERK AVP block	BRCT PPI red
N#Cc1nc(-c2ccccc2F)oc1NCCN1CCOCC1	.	.	1%	-1%	-7%[11.4 µM]	?	14%	-4.9%	-2%	5%	-0.7%
Cc1cc(C)n(-c2nnc3n2N=C(c2ccccc2)CS3)n1	?	6%	-1%	-2%	10%	?	0%	1.5%	-2%	-17%	0.9%
COC(=O)c1ccc(C)c(NS(=O)(=O)c2ccc(NC(C)=O)cc2)c1	.	-29%[7.66 µM]	1%	-1%	-2%[11.4 µM]	-3%[7.6 µM]	2%[11.4 µM]	-1.6%	0%	-4%	0.0%
Cc1nc(-c2ccc(C(=O)O)cc2)cs1	i	.	2%	0%	15%	-9%	-2%	-1.6%	-2%	-13%	0.0%
CCOCCCNC(=O)C(NC(=O)c1ccc(=O)[nH]c1)c1ccccc1 (stereo unspecified)	i	6%	1%	3%	0%	-15%	2%	-0.6%	3%	5%	-0.4%
Cn1c(CC(=O)Nc2ccccc2)nnc1SCC(=O)c1ccccc1	i	9%	1%	-1%	-2%	-9%	-6%	0.9%	-3%	?	0.1%
COc1cc(-c2noc(-c3cccs3)n2)cc(OC)c1OC	?	-3%	-1%	-4%	15%	10µM*	78%	-0.5%	-8%	-2%	-1.5%
Cc1ccc(CNC(=O)C2CCN(S(=O)(=O)N3CCOCC3)CC2)cc1	?	-2%	0%	0%	2%	0%	5%	-0.8%	1%	-14%	-0.4%
CCOC(=O)CNC(=O)c1cc(-c2ccc3c(c2)OCCO3)oc1C	i	6%	-5%	-5%	16%	-10%	9%	?	?	-20%	-1.6%
Cc1noc(C)c1COC(=O)c1cc2c3ccccc3n(C)c2s1	3.1e-08M*	3%	-3%	-5%	?	14%	25%	11%	-1%	0%	0.9%
Cc1cnc(-c2nnc(N(C)C(=O)C3CCCO3)s2)cn1 (stereo unspecified)	?	-9%	0%	-4%	-6%	3%	-5%	3.7%	-1%	-10%	-2.6%
COc1ccc(-c2noc(CCC(=O)Nc3nc4ccccc4s3)n2)cc1	i	-6%	0%	0%	11%[2.29 µM]	15%	24%	-3.6%	0%	21%	0.7%
COc1ccccc1CNc1cc(-c2c(C)noc2C)ncn1	i	17%	-2%	0%	?	?	1%	-0.8%	0%[2.29 µM]	-8%	1.0%
O=C(/C=C/Nc1ccccc1Br)c1ccccn1	.	2%	-11%	-10%	2%	14%	38%	0.4%	0.1µM*	3%	-2.2%
Cc1cc(C)nc(-n2nc(C)cc2NC(=O)CN2CCC(C)CC2)n1	i	7%	-1%	3%	?	?	33%	1.1%	1%	-3%	0.2%
CCOC(=O)Cn1c(=O)c2c(nc3n2CCCCN3c2ccc(OCC)cc2)n(C)c1=O	i	7%	1%	-1%	14%	2%	-10%	-2.6%	3%	9%	0.8%
CCn1c(SCc2nc(-c3ccccc3)no2)nc2ccccc21	.	.	-5%	-4%	26%	?	4%	1.1%	1%	29%	-0.4%
COc1ccc(C(=O)NC(=O)Nc2cc(C)ccn2)cc1	i	-5%	7%	0%	-9%	-3%	9%	-2.3%	0.5µM*	4%	-1.3%
O=C(c1cn(-c2ccccc2)nc1-c1cccnc1)N1CCCCC1	.	8%	-2%	-14%	10%	3%	6%	-0.5%	-3%	-16%	0.0%
Cc1cccc(N2CCN(S(=O)(=O)c3cnc[nH]3)CC2)c1C	.	.	-2%	-2%	-11%	-4%	16%	-1.7%	-8%	-9%	-0.2%
O=C(Cn1cc2c(n1)CCCCC2)N1CCc2ccccc21	.	.	-2%	0%	?	-12%	20%	-1.4%	2%	?	0.1%
Cc1ccc(S(=O)(=O)N2C3C=CC(C3)C2C(=O)O)cc1 (stereo unspecified)	.	.	-3%	1%	7%	3%	8%	-0.8%	0%	-2%	-0.5%
CCN1CCN(Cc2nc3c(c(=O)n(C)c(=O)n3C)n2Cc2cccc3ccccc23)CC1	1.1e-08M*	-4%	0%	0%	16%	1%	3%	1.7%	0%	-26%	0.4%
Cc1ccccc1C(=O)N1CCC(C(=O)Nc2ccc(F)cc2)CC1	i	2%	2%	-2%	11%	-14%	0%	-1.1%	-2%	2%	0.4%
COc1cccc(N2CC(O)=C(c3nc4ccccc4c(=O)[nH]3)C2=N)c1	?	15%	0%	1%	21%	?	8%	1.5%	-6%	-22%	-0.5%
CC(C)CC(=O)N=C1SC2CS(=O)(=O)CC2N1CCc1ccccc1 (stereo unspecified)	?	5%	-1%	-1%	11%	-14%	-12%	-5.8%	-1%	10%	-0.5%
CCOc1ccccc1NC(=O)C1Cc2ccccc2CN1S(C)(=O)=O (stereo unspecified)	i	12%	0%	2%	25%	8%	1%	-1.3%	2%	19%	-0.5%
COc1cc(C(=O)N(CCCO)Cc2cc3ccc(C)c(C)c3[nH]c2=O)cc(OC)c1OC	i	1%	-1%	2%	-8%	5%	9%	0.9%	2%	-5%	-1.8%
N=C(N)c1ccc(/C=C\c2ccc(C(=N)N)cc2)cc1	9.4e-08M*	.	0%[11.5 µM]	0%[11.5 µM]	4%[11.4 µM]	-5%[7.6 µM]	13%[11.4 µM]	-0.8%[15.4 µM]	2%[11.4 µM]	-6%[11.5 µM]	0.7%[15.4 µM]
O=c1c2[nH]c3ccc(F)cc3c2ncn1CCCN1CCOCC1	?	0%	0%	-2%	3%	?	4%	-3.4%	-1%	4%	-1.3%
COC(=O)CC1[C@@]2(C)C[C@]34OC5(C)OC6(C7CC(=O)OC(c8ccoc8)[C@]7(C)CCC6(O5)[C@]13C)C(OC(C)=O)[C@]4(OC(C)=O)C2OC(C)=O (stereo partly specified)	.	-4%	-1%	1%	.	.	.	0.5%	.	0%	-0.3%
Cc1ccc(C)c(NC(=O)CCn2nc(C)cc2C)c1	i	-4%	-1%	-3%	4%	28%	-9%	-3.8%	-2%	24%	-1.9%
C[C@@]1(C(NC(=O)Cc2ccc(C(F)(F)F)cc2)c2ccc(-c3ccccc3)cc2)C[C@H]1C1CCCCC1 (stereo partly specified)	.	.	-1%	-3%	7%	?	-4%	-1.3%	.	0%	0.7%
CCOC(=O)N1CCC(NC(=O)c2cc3c(C)nc4ccccc4c3o2)CC1	.	.	-1%	-2%	0%	?	21%	7.5%	-8%	25µM*	-3.8%
O=C(CN1CCN(Cc2ccccc2Cl)C1=O)NC1CCCCCC1	i	2%	-2%	1%	?	?	1%	-2.7%	-5%	-3%	-0.3%
CC(CN1CCOCC1)OC(=O)c1ccc2c(c1)OCCO2 (stereo unspecified)	?	-6%	1%	0%	-1%	11%	-3%	0.1%	-15%	-3%	0.6%
O=C(O)c1ccc(F)c(S(=O)(=O)Nc2ccccc2Cl)c1	i	-3%	0%	-1%	-2%	-5%	3%	-2.1%	3%	-20%	-0.7%
O=C(NCCCN1CCOCC1)c1ccccc1-c1ccccc1	i	0%	0%	-1%	5%	-6%	16%	-3.3%	3%	-16%	0.2%
Cc1csc(C(C#N)C(=O)c2cc3ccccc3o2)n1 (stereo unspecified)	i	-6%	4%	0%	7%	-3%	-4%	-0.2%	13µM*	6%	1.5%
O=C(OCc1nnc(-c2ccccc2)o1)c1cc(=O)c2ccccc2o1	i	13%	-3%	1%	?	?	-3%	-0.9%	0%	6%	0.2%
Cc1ccc(OCCN2C(=O)OC(C)(C)C2(C)O)cc1 (stereo unspecified)	i	5%	0%	1%	-3%	-1%	2%	-2.2%	1%	-9%	0.2%
CCCNC(=O)c1noc2c1CCc1ccccc1-2	.	.	-3%	1%	10%	12%	9%	-0.8%	?	14%	-0.2%
Cc1cc(C)n(C(=O)c2ccc(S(=O)(=O)N3CCCC3)cc2)n1	i	0%	0%	-1%	1%	-7%	-1%	0.5%	1%	-12%	0.2%
CCCn1c(SCCc2ccccc2)nc2c1c(=O)[nH]c(=O)n2C	i	-7%	2%	-5%	25%	?	-7%	2.0%	2%	13%	0.9%
O=C(CNCCC1=CCCCC1)Nc1ccccc1N1CCCCC1	i	?	-6%	-2%	-19%	9%	76%	-0.2%	-2%	1%	-2.3%
